ALDH1A1 block: qHTS Assay for Inhibitors of Aldehyde Dehydrogenase 1 (ALDH1A1) | Purified ALDH1A1, NADH fluorescence, propionaldehyde substrate | Potency, µM (top dose mostly 75.3 µM), for inactives: at the top dose activity, negative = inhibition, most hits filed as inhibitors | hit rate 7.3% among 220,000 | AID 1030, 2008 | Aldehyde dehydrogenase 1A1 (Homo sapiens), P00352; active means well fitted inhibition curve with a large enough effect, not every such curve was filed as active; inconclusive means small, poorly fitted or top-dose-only effect, or another doubt; inactive means no such curve, though single readings can be large or run the other way;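 further: plate controls were no enzyme wells and a reference inhibitor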
Tau fibril ThT: qHTS for Inhibitors of Tau Fibril Formation, Thioflavin T Binding; Microtubule-associated protein tau (Homo sapiens), P10636; recombinant tau K18 P301L, heparin-induced fibrillization, ThT fluorescence; Potency, µM (highest dose often 57.4 µM), for inactives: at the top dose activity, negative = inhibition, most hits filed as inhibitors; hit rate 2.1% among 270,000; AID 1460, 2008; further: nearly all actives have a fitted effect of over 55% in size
Target sequence (P10636 561-689 P618L limits assumed): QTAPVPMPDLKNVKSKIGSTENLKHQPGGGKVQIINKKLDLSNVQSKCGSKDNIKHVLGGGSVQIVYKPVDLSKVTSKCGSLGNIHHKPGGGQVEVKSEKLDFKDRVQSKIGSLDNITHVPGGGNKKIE
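Recombinant human tau K18 fragment […] carrying P301L, 15 uM unlabeled plus 0.24 uM Alexa 594-labeled, was fibrillized with 20 uM heparin in 100 mM sodium acetate pH 7 for 6 hr at 37 C; 30 uM ThT fluorescence read after 1 hr.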
Tau fluor counter: Counterscreen qHTS for Inhibitors of Tau Fibril Formation, Fluorescence Polarization. tau K18 P301L Alexa594 fluorescence, heparin fibrillization. hit rate 0.93% among 280,000. Potency, µM (top dose mostly 57.7 µM), for the others: at the top dose activity change, negative = decrease; further: nearly all actives have a fitted effect of over 55% in size
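Human tau K18 P301L (15 uM unlabeled, 0.24 uM Alexa 594-labeled) in 100 mM sodium acetate pH 7 with 20 uM heparin, 6 hr at 37 C. ThT 30 uM added, 1 hr ambient; Alexa 594 FP and total fluorescence read at 555/632 nm.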
TexasRed fluor: Total Fluorescence Counterscreen for Inhibitors of the Interaction of Thyroid Hormone Receptor and Steroid Receptor Coregulator 2; hit rate 0.29% among 280,000; TRb/SRC2 Texas Red total fluorescence interference; Potency, µM (doses to about 106 µM), inactives show at the highest dose fluorescence change, negative = quenching; AID 1479, 2009; active means well fitted curve in either direction with a large enough effect; inconclusive means small, poorly fitted or top-dose-only effect
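Human TRβ ligand-binding domain (0.6 uM) and Texas Red SRC2 peptide (20 nM) in Tris buffer with 1 uM T3 and 5% DMSO were incubated with pinned compound for 5 hr at ambient temperature. Total fluorescence was computed as S + 2P (555/632 nm).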
TRb-SRC2 inh: qHTS for Inhibitors of the Interaction of Thyroid Hormone Receptor and Steroid Receptor Coregulator 2; Thyroid hormone receptor beta (Homo sapiens), P10828; TRbeta-SRC2 peptide binding, fluorescence polarization; receptor liganded with 1 µM T3; Potency, µM (doses to about 106 µM), inactives show at the highest dose activity change, negative = inhibition, hits mostly inhibitors; hit rate 0.065% among 280,000;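 further: plate controls were bound peptide for no effect and peptide without receptor for full effect; nearly all actives have a fitted effect of over 50% in size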
Target sequence (P10828 whole entry, looked up): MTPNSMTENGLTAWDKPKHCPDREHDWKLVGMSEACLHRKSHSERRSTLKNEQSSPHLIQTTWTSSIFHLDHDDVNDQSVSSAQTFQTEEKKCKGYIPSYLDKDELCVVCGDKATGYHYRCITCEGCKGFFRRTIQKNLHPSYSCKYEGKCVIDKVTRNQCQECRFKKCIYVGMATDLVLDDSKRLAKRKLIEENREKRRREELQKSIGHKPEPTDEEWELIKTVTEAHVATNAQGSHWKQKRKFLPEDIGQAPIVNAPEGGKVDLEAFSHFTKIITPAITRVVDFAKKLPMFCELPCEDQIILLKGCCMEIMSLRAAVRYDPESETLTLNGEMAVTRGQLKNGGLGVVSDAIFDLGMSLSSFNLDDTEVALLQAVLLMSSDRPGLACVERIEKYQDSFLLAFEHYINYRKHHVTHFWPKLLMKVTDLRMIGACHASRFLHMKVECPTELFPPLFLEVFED
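Decrease in fluorescence polarization of 20 nM Texas Red SRC2 coactivator peptide flagged inhibition of its binding to 0.6 uM TRb LBD; 1 uM T3 included, incubation 5 hr, ex 555/em 632 nm.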
GLA spleen mod: qHTS Assay for Inhibitors and Activators of Human alpha-Galactosidase From Spleen Homogenate; human spleen homogenate, 4MU-alpha-Gal fluorescence, 40 min; Potency, µM (highest dose often 80 µM), for inactives: at the top dose activity change, negative = inhibition, actives largely listed as inhibitors; hit rate 0.008% among 240,000; AID 2107, 2009;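 further: 0% = enzyme with vehicle and -100% = no enzyme basal signal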
Target sequence (P06280 32-429 limits assumed): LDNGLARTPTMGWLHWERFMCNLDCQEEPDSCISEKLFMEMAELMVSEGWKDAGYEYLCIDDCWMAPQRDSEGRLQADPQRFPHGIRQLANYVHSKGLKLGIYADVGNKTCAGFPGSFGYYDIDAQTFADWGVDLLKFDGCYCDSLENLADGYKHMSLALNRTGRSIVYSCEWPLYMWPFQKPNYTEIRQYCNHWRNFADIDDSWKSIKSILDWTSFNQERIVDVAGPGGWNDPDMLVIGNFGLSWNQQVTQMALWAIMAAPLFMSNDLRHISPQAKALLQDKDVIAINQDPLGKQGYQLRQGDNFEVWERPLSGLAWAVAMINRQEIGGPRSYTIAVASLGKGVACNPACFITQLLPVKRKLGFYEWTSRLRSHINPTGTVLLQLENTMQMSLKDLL
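Inhibition or activation of alpha-galactosidase in human spleen homogenate is scored by 4-MU fluorescence after 40 min at 37C, pH 5.0, with 1 mM substrate. AC50s come from concentration-response fitted to the Hill equation.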
Tau fibril FP: qHTS for Inhibitors of Tau Fibril Formation, Fluorescence Polarization; K18 P301L tau heparin fibrillization, Alexa594 FP, 6 h; Potency, µM (titrated, usually from 57.7 µM), for inactives: at the top dose activity, negative = inhibition, actives largely listed as inhibitors; hit rate 0.39% among 280,000; further: nearly all actives have a fitted effect of over 55% in size
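Steps: dispense K18 P301L tau (15 uM plus 0.24 uM Alexa 594 tracer, final) in pH 7 sodium acetate; add compound; add heparin (20 uM final); incubate 6 hr, 37 C; add ThT (30 uM final); after 1 hr ambient, read FP.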
L3MBTL1 block: qHTS Assay for the Inhibitors of L3MBTL1; AlphaScreen L3MBTL1–H3K9me1 peptide binding; Potency, µM (series often up to 57.1 µM), inactives show at the top dose activity, negative = inhibition, most hits filed as inhibitors; hit rate 0.66% among 230,000; further: nearly all actives have a fitted effect of over 60% in size
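Read-out is AlphaScreen signal from streptavidin donor and nickel chelate acceptor beads (10 ug/mL final each) bridging L3MBTL1 (50 nM) and biotinylated K9-monomethylated H3(1-15) peptide (75 nM), after 30 min compound exposure at room temperature.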
An asterisk follows results filed as active; u = inconclusive; x = no result given; & = joins results of further samples; [ ] = dose if it differs, or a comment. Unless noted, the call rests on the fitted dose curve; in most records, active means well fitted curve in the direction sought with a large enough effect; inconclusive means small, poorly fitted or top-dose-only effect, or another doubt; inactive means no such curve, though single readings can be large; an effect the other way counts as inactive or inconclusive. Unless noted, on the % scale 0 is the no-effect control and ±100 the full control effect; potency means the concentration at half of the fitted maximal effect.

structure,ALDH1A1 block,Tau fibril ThT,Tau fluor counter,TexasRed fluor,TRb-SRC2 inh,GLA spleen mod,Tau fibril FP,L3MBTL1 block
CCC(C)n1c(O)c(/C=N/Nc2nc3c(c(=O)n(C)c(=O)n3C)n2C)c(=O)[nH]c1=S (stereo unspecified),x,11.2µM*,-27.5%,-7.3%,-2.9%,3.7%,-13.9%,-24.7%
CCCC/C(C)=C/[C@@H](NP(=O)(c1ccccc1)c1ccccc1)c1ccccc1,4.3%&-11.7%,u,1.1%&-14.2%,-2.0%&-3.1%,-8.7%&0.1%,6.9%&6.2%,6.3%&6.1%,-13.9%
Cc1cc(C)nc(OC(=O)c2ccc(Cl)cc2Cl)n1,-1.7%,u,-14.7%,3.6%,1.9%,1.0%,-14.1%,2.9%
CN1CC[C@@]2(C)c3cc(O)ccc3N(C)[C@@H]12,-3.9%,14.1µM*,u,-2.5%,-10.6%,5.8%,20µM*,x
CC(C)=CC1C(C(=O)OCc2cccc(Oc3ccccc3)c2)C1(C)C (stereo unspecified),11.8%,-11.9%,-1.4%,-1.3%,0.3%,5.0%,-6.2%,x
COc1ccc(-n2c(=S)[nH]c3c(sc(=S)n3-c3ccccc3)c2=O)c(OC)c1,3.16µM*,31.6µM*,-18.4%,0.0%,-2.7%,-11.1%,u,x
COc1ccc(NC(=O)CCn2cnc3onc(-c4ccc(F)cc4)c3c2=O)cc1OC,x,-0.4%,-27.4%,u,-12.5%,x,1.8%,x
Cc1cc(C)c(C2=NOC(O)(C(F)(F)F)C2)c(=O)[nH]1 (stereo unspecified),-6.4%,-12.5%,-9.7%,1.1%,-5.8%,4.9%,-9.9%,1.7%
N#CCCn1cc(C(=O)Nc2ccccc2Cl)c(-c2ccc([N+](=O)[O-])cc2)n1,-13.2%,2.8%,-11.4%,-1.5%,-10.9%,2.0%,-6.9%,-0.1%
Cc1onc(-c2ccccc2)c1C(=O)N[C@@H]1C(=O)N2[C@@H]1SC(C)(C)[C@@H]2C(=O)O,u,-6.1%,-7.1%,-2.1%,-2.8%,-2.4%,-4.0%,-2.5%

Whole records, quoted from the list. Order of values: ALDH1A1 block	Tau fibril ThT	Tau fluor counter	TexasRed fluor	TRb-SRC2 inh	GLA spleen mod	Tau fibril FP	L3MBTL1 block
Cc1onc(-c2ccccc2)c1C(=O)N[C@@H]1C(=O)N2[C@@H]1SC(C)(C)[C@@H]2C(=O)O across the screens: u	-6.1%	-7.1%	-2.1%	-2.8%	-2.4%	-4.0%	-2.5%
CC(C)=CC1C(C(=O)OCc2cccc(Oc3ccccc3)c2)C1(C)C (stereo unspecified) across the screens: 11.8%	-11.9%	-1.4%	-1.3%	0.3%	5.0%	-6.2%	x
N#CCCn1cc(C(=O)Nc2ccccc2Cl)c(-c2ccc([N+](=O)[O-])cc2)n1 across the screens: -13.2%	2.8%	-11.4%	-1.5%	-10.9%	2.0%	-6.9%	-0.1%

Later entries.
structure,ALDH1A1 block,Tau fibril ThT,Tau fluor counter,TexasRed fluor,TRb-SRC2 inh,GLA spleen mod,Tau fibril FP,L3MBTL1 block
COc1ccc(Cc2nccc3cc(OC)c(OC)cc23)cc1OC,-1.7%,u,-12.5%&-0.9%&-12.2%&-11.7%,-0.4%,8.7%,u,-7.4%&6.5%&-1.1%&5.8%,-18.1%
ClCCOCCCl,5.0%,x,x,-1.2%,3.7%,16.1%,x,3.0%
CC/C(=C\C=C\[C@@H]1C=C[C@@H]2CCC[C@H]2[C@@H]1C(=O)c1ccc[nH]1)[C@@H]1O[C@@H]([C@@H](C)C(=O)O)CC[C@@H]1C,-9.4%,u,-16.5%,-0.8%,-0.8%,-14.2%,-7.0%,-12.7%
CCOc1cccc(N2C(=O)CC(=O)NC2=O)c1,2.2%,u,-7.8%,-0.5%,9.1%,-2.6%,-11.4%,-10.5%
CCN(CC)S(=O)(=O)c1ccc(NN=C(C#N)C#N)cc1,2.3%,-5.7%,-11.0%,-0.1%,9.9%,-12.2%,2.7%,-21.1%
NCCc1nc2ccccc2s1,2.2%,-8.7%,-6.8%,-1.4%,-3.4%,2.5%,-6.4%,3.0%
C=CCc1c(C)nc(C)nc1N/N=C/c1ccc(N(C)C)cc1,u,u,-12.4%,0.8%,-4.1%,9.2%,1.1%,x
CC[C@]1(C2=NCCN2)Cc2ccccc2O1,2.0%,2.2%,2.8%,-2.3%,-9.7%,-6.3%,5.7%,x
CCN(CC)CCCNC(=O)c1c(O)c2ccccc2n(Cc2ccccc2)c1=O,2.7%,-14.1%,-10.3%,-0.7%,-15.2%,-0.7%,-2.4%,-0.4%
CC(C)CC12CN3CCN(CC(C3)C1O)C2 (stereo unspecified),7.3%,-14.7%,-5.4%,-1.1%,-2.5%,11.4%,6.9%,x
COc1ccc(Cn2c(N)c(C(=O)NCc3ccco3)c3nc4ccccc4nc32)cc1OC,u,14.1µM*,u,-3.1%,1.6%,u,u,17.7%
Fc1ccc(C(OCCN2CCN(C/C=C\c3ccccc3)CC2)c2ccc(F)cc2)cc1,-3.1%,u,-13.9%,-1.6%,1.9%,-2.8%,3.0%,x
O=[N+]([O-])c1ccc(N2CCNCC2)cc1Sc1ccccn1,u,-8.6%,7.5%,-2.1%[53 µM],0.8%[53 µM],2.4%,3.1%,2.1%
COc1ccc(OC)c(C2C(C#N)=C(N)Oc3c2c(C)nn3-c2ccc(C)cc2)c1 (stereo unspecified),u,u,u,-2.0%,1.1%,-5.4%,-8.8%,-3.3%
CC1/C=C/C=C/CC/C=C/C=C/C=C/C=C/C(OC2OC(C)C(O)C(N)C2O)CC2O[C@](O)(CC(O)C(O)CCC(O)CC(O)CC(O)CC(=O)OC(C)C(C)C1O)CC(O)C2C(=O)O (stereo partly specified),1.8%,u,-25.2%,-2.5%,5.2%,-10.6%,-20.0%,x
N=C1c2ccccc2CN1NC(=O)c1ccccc1,-1.0%,-10.9%,-17.1%,-6.0%,-7.5%,5.5%,0.5%,26.1%
Cc1nn(CC(C)C)c(Cl)c1C(=O)O,14.0%,-2.0%,-2.0%,-0.1%,-0.8%,3.3%,0.7%,9.1%
CC(C)N1C(=O)NC(=O)C2(Cc3cc([N+](=O)[O-])ccc3N(C)C2c2ccccc2)C1=O (stereo unspecified),1.5%,u,-10.8%,-8.2%,-0.5%,-2.7%,0.7%,-9.3%
COc1cc(/C=C/c2nc3ccccc3c(=O)n2-c2cccc(O)c2)ccc1O,x,x,u,-5.9%,0.2%,u,10.1%,x
COc1ccc(CC2NCC(O)C2OC(C)=O)cc1 (stereo unspecified),-0.9%,-2.7%,-11.4%,-1.4%,5.0%,15.2%,-15.3%,x
CCCCCCC(=O)N/N=C/c1c(O)n(C2CC2)c(=S)[nH]c1=O,x,u,-21.1%,-1.8%,9.8%,-4.1%,-12.9%,-17.6%
CSc1ncc(/C=C2/C(=O)NC(=O)N(c3ccc(C)cc3)C2=O)cn1,u,u,-25.8%,0.5%,-0.8%,-4.3%,u,-1.2%
CCc1cccc(NC(=O)Cn2c(=O)oc3cc(S(=O)(=O)N4CCOCC4)ccc32)c1,u,-5.7%,-21.6%,-8.0%,14.9%,4.4%,-2.2%,x
Cc1cc(/C=C2/C(=O)NC(=O)N(Cc3ccco3)C2=O)c(C)n1-c1ccc(C(=O)O)cc1,u,u,4.2%,-0.8%,1.0%,5.2%,0.0%,15.8µM*
CNC(=O)Oc1ccccc1OC(C)C,u,-2.8%,-3.4%,-4.1%[201 µM],0.4%[201 µM],3.6%,-0.6%,x
O=C(CN1C(=O)CN=C(c2ccccc2Cl)c2cc(Cl)ccc21)NCc1ccco1,6.6%,u,-10.0%,0.5%,-4.2%,10.2%,-5.5%,-9.2%
O=C(CNS(=O)(=O)c1ccccc1)OCC(=O)c1ccc(OC(=O)c2ccccc2)cc1,-1.6%,u,-8.1%,1.3%,-1.8%,-3.9%,0.3%,1.3%
Cc1cc(C)[n+](C2C3CC4CC(C3)CC2C4)o1 (stereo unspecified),4.4%,4.9%,3.4%,1.1%,7.5%,1.7%,1.7%,6.8%
Cc1ccc(-c2nc(S(=O)(=O)c3ccc(C)cc3)c(SCC(=O)Nc3ccc(F)cc3)o2)cc1,x,-2.1%,u,-0.5%,-1.4%,x,u,x
Cc1nccn1-c1c([N+](=O)[O-])c(=O)n(C)c2ccccc12,x,u,-20.2%,-4.5%,3.8%,1.8%,-5.9%,-3.5%
N#CC1=C(N)Oc2c(c(=O)oc3ccccc23)C1c1ccc(OC(=O)N2CCOCC2)cc1 (stereo unspecified),u,u,-23.1%,2.9%,4.1%,u,u,2.7%
Cc1ccccc1-n1nc(C)c2c1NC(=O)CSC2c1ccc(N(C)C)cc1 (stereo unspecified),x,-3.9%,-6.8%,-0.1%,0.5%,x,5.5%,x
COc1ccccc1OCC#CCN1CCCC(C)C1 (stereo unspecified),3.7%,17.8%,19.9%,-2.0%,1.0%,-7.9%,6.5%,36.6%[activator]
NC(=O)c1ccc(N=Cc2c(O)n(Cc3ccco3)c(=O)[nH]c2=O)cc1,x,x,0.2%,-1.9%,-3.5%,1.7%,u,x

Screening results (PubChem BioAssay)

Some of the compounds tested; rates above refer to the full screens.
